E-selectin induc: E-selectin induction in HUVECs, primary screen, imaging, HUVEC, immunofluorescence imaging, single point | P16581 | normalized: neutral wells 0, TNF-alpha wells 100 | activation, % at 7.58 µM | 260,000 compounds, 0.37% hits;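 active = mean E-selectin-positive cell signal at least 10% of the positive control, reached in at least 60% of replicates, without over 20% cell loss; inconclusive = no rule given, readout overlaps actives, possibly toxicity-flagged; inactive = the rest, including those meeting only one limit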;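 also: in these data hits start at about 27%; measured in HUVEC primary endothelial cells; signal is the percent of cells scored E-selectin positive by PE staining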
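System: HUVEC, human umbilical vein endothelial cells; quantity: 3,000 cells/well; buffer or medium: EGM-2 medium, gelatin-coated wells; dosing: single-point compound dose; detection: immunofluorescence imaging; evaluation: % PE-positive cells; benchmarks: TNF-alpha, DMSO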
DENV2 CPE: inhibitors of DENV2 cytopathic effect, primary screen, cell-based, plate reader, single concentration. DENV2-infected cells, cytopathic effect rescue. AID 651640, 2012. CPE inhibition, % at 9.99 µM. 350,000 compounds, 1.7% hits; in the data active = CPE inhibition above about 20%, passing the limit was not always enough; inconclusive = no clear call, values can overlap the other calls; tested in BHK-21 cells;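 also: 0% = median of neutral control wells and 100% = median of positive control wells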
XiGFP reactiv: activators of inactive X chromosome reactivation, primary screen, imaging, XiGFP fibroblasts, GFP high-content imaging, set 2; XiGFP mouse fibroblasts, % GFP-positive cells imaging, 3 d; cells co-treated with 5-aza-dC sensitizer; scaled so ellipticine positive control = 100%; activation, % at 7.58 µM; 360,000 compounds, 0.055% hits; AID 743238, 2013;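 active = mean normalized replicate activation at least 10% and every replicate at or above 10%; inconclusive = only one of the two criteria met; inactive = mean below 10% and not all replicates reach 10%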;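 also: 0% = median of on-plate neutral control wells and 100% = ellipticine 6 µM median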
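System: XiGFP fibroblasts, SV40-immortalized. Medium: DMEM plus 5-aza-dC sensitizer. Doses: single point. Timing: 3 d treatment, 15 min room-temperature fixation. Control set: ellipticine 6 µM.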
CASP6 VEID inh: human caspase-6 inhibitors, primary screen, biochemical, VEID-R110 fluorescence, single point, set 2. purified caspase-6, Z-VEID-R110 cleavage fluorescence. inhibition, % at 12.5 µM. P55212. 350,000 compounds, 0.53% hits;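 active = mean inhibition across replicates at least about 35%, with every replicate also reaching that limit, limit read from the data; inconclusive = only one of the two criteria met; inactive = neither criterion met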;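 also: 0% = median of neutral control wells and 100% = no fluorescence left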
Target sequence (P55212 24-179 limits assumed): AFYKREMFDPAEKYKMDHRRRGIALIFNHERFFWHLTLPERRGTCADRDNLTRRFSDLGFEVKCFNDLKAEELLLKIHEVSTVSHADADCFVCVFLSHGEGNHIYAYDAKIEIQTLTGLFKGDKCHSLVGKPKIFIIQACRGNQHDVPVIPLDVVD
Target sequence (P55212 194-293 limits assumed): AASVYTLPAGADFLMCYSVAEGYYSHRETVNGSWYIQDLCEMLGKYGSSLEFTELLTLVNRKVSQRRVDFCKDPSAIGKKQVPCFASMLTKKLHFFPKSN
RAD52 inh: RAD52 DNA annealing inhibitors, primary screen, biochemical, FRET, single point, set 2 | 360,000 compounds, 0.46% hits | inhibition, % at 18.7 µM | AID 651710, 2012 | recombinant RAD52 DNA annealing, FRET fluorescence;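 active = every replicate showing at least 50% inhibition; inconclusive = mean inhibition at least 50% but not in every replicate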
Target sequence (P43351 whole entry, looked up): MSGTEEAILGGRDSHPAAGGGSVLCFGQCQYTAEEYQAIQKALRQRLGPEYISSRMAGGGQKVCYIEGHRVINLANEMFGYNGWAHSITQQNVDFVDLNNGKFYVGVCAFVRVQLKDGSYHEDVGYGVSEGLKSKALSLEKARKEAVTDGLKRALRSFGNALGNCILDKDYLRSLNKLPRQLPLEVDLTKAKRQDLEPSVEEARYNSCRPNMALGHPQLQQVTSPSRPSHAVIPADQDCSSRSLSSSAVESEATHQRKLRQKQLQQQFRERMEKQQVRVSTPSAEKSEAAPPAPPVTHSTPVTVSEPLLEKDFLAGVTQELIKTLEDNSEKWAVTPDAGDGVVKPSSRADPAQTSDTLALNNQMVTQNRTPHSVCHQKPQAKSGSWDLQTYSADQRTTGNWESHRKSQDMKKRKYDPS
INS-1E GSIS act: GLuc luminescence reporter in INS-1E cells, primary screen for activators of glucose-dependent secretion of insulin; 370,000 compounds, 0.61% hits; AID 743287, 2014; activation, % at 16.6 µM; INS-1E GLuc reporter insulin secretion, 2-3 h;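 active = lowest replicate activation of at least 40%, so every replicate reaches that level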;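 also: 0% = median of neutral control wells and 100% = median of IBMX positive control wells; some compounds called inactive have numbers as strong as hits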
RAD54 inh: inhibitors of human RAD54 branch migration, primary screen, biochemical, fluorescence, single point. RAD54 Holliday junction branch migration, FAM/BHQ fluorescence. inhibition, % at 10.4 µM. 360,000 compounds, 0.14% hits. AID 602329, 2012. DNA repair and recombination protein RAD54-like (Homo sapiens), Q92698;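 active = mean normalized replicate activity at least 40 and at least half of replicates scoring 40 or more; inconclusive = only one of the two criteria met; inactive = mean below 40 and under half of replicates reaching 40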;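 also: 0% = median of neutral control wells and 100% = median of positive control wells; inhibitors cause a drop in the FAM fluorescence signal; in these data hits start at about 50%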
CFTR F508del cor: F508del CFTR correction, initial screen, CFBE line, single point; CFBE cells, YFP halide quenching; stimulated with forskolin plus potentiator P3; % fluorescence drop versus neutral controls; activity (quench increase), % at 7.58 µM; 350,000 compounds, 0.36% hits;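 active = mean added fluorescence quench of at least 8% versus neutral control, with both replicates also reaching 8%; inconclusive = only one of the mean or replicate conditions met; inactive = mean below 8% and not both replicates reaching 8%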;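 also: cells transiently co-express mutant CFTR-F508del with the halide-sensitive YFP; corrector assay measuring rescue of mutant channel to the surface after 24 h compound exposure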
* marks the source's active call; other numbers are inactive results; ? = inconclusive; . = no result given; & = joins results of further samples. Rows were taken by chance (roughly 3.7% active in at least one column).

SMILES	E-selectin induc	DENV2 CPE	XiGFP reactiv	CASP6 VEID inh	RAD52 inh	INS-1E GSIS act	RAD54 inh	CFTR F508del cor
COc1c(C(C)C)oc2cc3oc(=O)ccc3cc12	.	-6	0.0	4	-13	6	.	-0.9
C[C@H]1CN([C@@H](C)CO)C(=O)CCCn2nncc2CO[C@H]1CN(C)Cc1ccc2cccnc2c1	-0.4	-5	0.2	0	1	6	0	1.8
COc1ccccc1NC(=O)/C=C\C(=O)O	-0.1	-6	0.1	4	-15	-10	1	-0.5
C[C@H]1CCCCO[C@H](CN(C)C(=O)Nc2ccc(C(F)(F)F)cc2)[C@@H](C)CN([C@@H](C)CO)C(=O)c2cc(NS(C)(=O)=O)ccc2O1	0.1	-1	-1.1	0	11	-25	-3	1.2
CCOc1cc(-c2cc(N)n[nH]2)cc(OCC)c1OCC	.	0	0.0	-2	-2	.	-8	0.6
Cc1ccc(S(=O)(=O)Nc2ccc3c(c2)CC(=O)N([C@H](C)CO)C[C@@H](C)[C@H](CN(C)Cc2ccc(C(F)(F)F)cc2)O3)cc1	1.7	.	0.1	.	.	36	.	2.3
CC/C(=N\NC(=O)Nc1nonc1N)c1ccc(OC)c(OC)c1	.	1	0.0	-1	-4	.	2	4.6
COc1ccc(OC)c(CNC(=O)CCSCc2ccc(F)cc2Cl)c1	7.0	0	0.0	1	-18	.	-8	1.1
COc1ccc(NC(=O)CCC(=O)OCC(=O)c2ccc(Oc3ccc([N+](=O)[O-])cc3)cc2)cc1	.	11	0.2	-3	-12	11	.	.
Cc1ccc(S(=O)(=O)N(C)C[C@H]2Oc3ccc(NC(=O)CCCCCC(=O)Nc4ccccc4N)cc3C(=O)N([C@@H](C)CO)C[C@@H]2C)cc1	-0.4	7	-0.7	2	3	7	-18	-1.9
CN/N=C(\Cc1nc2ccccc2[nH]1)c1ccc([N+](=O)[O-])cc1	5.2	8	0.2	0	-13	6	.	1.9
CC(C)N(Cc1nccn1C)C(=O)CC1C(=O)NCCN1Cc1ccc(F)c(F)c1 (stereo not drawn)	1.4	-5	0.0	-3	-21	17	-3	-2.7
NS(=O)(=O)c1ccc(CCNC(=O)C(=O)NCC2OCCN2C(=O)c2ccc3c(c2)OCO3)cc1 (stereo not drawn)	.	-4	-0.1	-3	-27	26	.	.
CC1CCN(C(=O)C(C)OC(=O)CSc2ccc([N+](=O)[O-])cc2)CC1 (stereo not drawn)	-0.2	?	0.0	7	-2	0	.	0.3
Cc1ccccc1C(=O)N1CCC(C(=O)N(CC(C)C)c2c(N)n(Cc3ccccc3)c(=O)[nH]c2=O)CC1	-0.2	4	-0.8	3	-10	-13	1	-0.9
O=C(CCl)N(Cc1cccc([N+](=O)[O-])c1)c1cccc(Cl)c1	-0.2	1	0.1	9	3	-5	.	1.3
CC(C)C(=O)NNc1nc2ccccc2s1	.	16	.	-1	-5	-6	6	1.6
Cc1ccc(S(=O)(=O)N2CCC(C(=O)N3CCC[C@H]3C(=O)NCC(C)C)CC2)cc1	.	2	0.0	0	-11	-15	11	4.0
CC(C)/C(C=O)=C(/NC1CCCCC1)c1ccccc1	.	2	0.4	-2	-12	2	-1	-2.9
CC(Nc1nc(Nc2ccc(F)cc2)nc(SCC(N)=O)n1)c1ccccc1 (stereo not drawn)	.	11	0.0	5	2	-18	1	2.3

Quoted at random: 6 records from the list
SMILES	E-selectin induc	DENV2 CPE	XiGFP reactiv	CASP6 VEID inh	RAD52 inh	INS-1E GSIS act	RAD54 inh	CFTR F508del cor
CC(Nc1nc(Nc2ccc(F)cc2)nc(SCC(N)=O)n1)c1ccccc1 (stereo not drawn)	.	11	0.0	5	2	-18	1	2.3
Cc1ccccc1C(=O)N1CCC(C(=O)N(CC(C)C)c2c(N)n(Cc3ccccc3)c(=O)[nH]c2=O)CC1	-0.2	4	-0.8	3	-10	-13	1	-0.9
COc1ccccc1NC(=O)/C=C\C(=O)O	-0.1	-6	0.1	4	-15	-10	1	-0.5
CC(C)/C(C=O)=C(/NC1CCCCC1)c1ccccc1	.	2	0.4	-2	-12	2	-1	-2.9
COc1ccc(NC(=O)CCC(=O)OCC(=O)c2ccc(Oc3ccc([N+](=O)[O-])cc3)cc2)cc1	.	11	0.2	-3	-12	11	.	.
C[C@H]1CN([C@@H](C)CO)C(=O)CCCn2nncc2CO[C@H]1CN(C)Cc1ccc2cccnc2c1	-0.4	-5	0.2	0	1	6	0	1.8

New compounds follow:
SMILES	E-selectin induc	DENV2 CPE	XiGFP reactiv	CASP6 VEID inh	RAD52 inh	INS-1E GSIS act	RAD54 inh	CFTR F508del cor
COc1ccc2oc(C(=O)OCC(=O)NC3CCCCC3)c(C)c2c1	.	?	0.3	2	-9	5	3	-2.6
C[C@H]1CN([C@@H](C)CO)C(=O)c2c(c3ccccc3n2C)-c2ccccc2CO[C@@H]1CN(C)Cc1ccccc1C(F)(F)F	9.2	-1	0.9	-3	6	-2	.	-2.8
COc1cccc(-c2ccc([C@H]3[C@H](CO)N4C(=O)CN(C(=O)C5CCOCC5)C[C@@H]34)cc2)c1	-0.1	0	0.3	.	-14	11	.	2.8
CCOC(=O)c1cc2c(=Cc3ccc(N(C)C)cc3)c3ccccc3n2[n+]1C	139*	35*	0.0	97*	56*	-20	.	9.9*
Cn1ccc(C(=O)OCC(=O)Nc2ccccc2)n1	1.2	-6	0.0	-2	-6	21	3	-0.3
CN(C)C(=O)c1cccc(-c2ccc([C@H]3[C@@H](C#N)N(C(=O)C4CC4)[C@H]3CO)cc2)c1	-0.5	-1	0.4	-3	0	10	6	-2.6
O=C(C1CCN(S(=O)(=O)N2CCOCC2)CC1)N1CCN(c2ccc(F)cc2)CC1	.	2	0.0	1	3	-3	2	-0.9
O=C(C[n+]1ccccc1)Nc1ccc(Cl)c([N+](=O)[O-])c1	.	15	0.3	-4	10	10	6	-2.4
CCOC(=O)C1=C(COC(=O)c2nc(Cl)ccc2Cl)NC(=O)NC1C (stereo not drawn)	0.8	-8	0.0	1	-5	9	.	-2.3
O=C(NCCc1ccccc1)c1cc(-c2ccco2)on1	.	5	.	3	-8	-6	3	-2.1
C[C@H](CO)N1C[C@H](C)[C@H](CN(C)S(C)(=O)=O)OCCCC[C@H](C)Oc2ccc(NS(=O)(=O)c3ccccc3)cc2C1=O	0.0	-3	-1.0	2	-11	-15	4	2.0
O=C(C[C@@H]1CC[C@@H]2[C@H](COC[C@@H](O)CN2Cc2ccc(C(F)(F)F)cc2)O1)N1CCc2ccccc2C1	0.1	2	0.2	-1	3	-13	-4	2.1
Cc1ccc(C2(c3ccccc3)NC(=O)N(CC(=O)NCc3ccccc3)C2=O)cc1C (stereo not drawn)	-0.6	-2	0.2	0	6	-46	-16	1.4
COc1ccc(/C=N/NC(=O)COc2ccccc2-c2ccccc2)cc1	.	.	.	-4	4	-4	-6	.
Cn1cnc(S(=O)(=O)Nc2ccc3c(c2)OCCO3)c1	0.0	1	0.1	0	0	-7	4	1.4
C[C@@H]1CN([C@@H](C)CO)C(=O)CCCn2nncc2CO[C@H]1CN(C)C(=O)Nc1ccc(C(C)(C)C)cc1	0.2	22*	0.1	1	-10	-9	-4	3.3
OCC1(Cc2ccccc2)CCN(C2CCN(c3ccccc3F)CC2)CC1	-1.4	1	0.3	-4	-11	0	.	2.6
O=[N+]([O-])c1ccc(CN2CCSCC2)cc1	.	-2	0.2	0	-5	-1	.	-2.8
O=C(Cn1nc(C(=O)O)c2ccccc2c1=O)Nc1cc(Cl)ccc1-n1cncn1	.	?	0.2	-5	-3	10	0	0.7
CCCN(C)C[C@@H]1Oc2cc(-c3ccccc3C)ccc2S(=O)(=O)N([C@H](C)CO)C[C@@H]1C	0.3	-7	-1.1	.	-5	-18	5	-3.6
C=CCC[C@H](Cc1ccc(F)cc1)C(=O)OC[C@@H](NC(=O)[C@H](CC=C)CC(=O)NCCO)C(C)(C)C	0.1	7	0.0	-2	-10	.	-17	-2.3
CSc1nc(C)cc(Oc2ccccc2)n1	.	0	0.0	0	0	-5	.	-0.1
CCN(CC)C(=O)CSc1ncnc2sc(C)c(C)c12	6.8	-4	0.1	4	-6	0	.	0.5
CN(CC(=O)Nc1ccc(F)c(F)c1F)C(=O)c1ccc2c(c1)S(=O)(=O)N=C1CCCCCN12	-0.3	?	0.1	0	-9	8	.	-0.9
CCCN(C)C[C@@H]1Oc2cc(C#CCc3ccccc3)ccc2S(=O)(=O)N([C@H](C)CO)C[C@@H]1C	0.1	-6	0.0	8	0	-1	-13	-5.6
CCn1c(SCC(=O)Nc2ccc3c(c2)OCO3)nnc1C(C)C	.	1	0.0	5	-6	-2	1	-2.9
O=C(NCCc1cccc(F)c1)C1CCC(=O)N(CCCc2ccccc2)C1 (stereo not drawn)	-0.1	5	0.2	-4	-21	-46	1	-0.8
CCc1sc(C(=O)Nc2ccc3nc(C)sc3c2)cc1C	.	-3	0.0	-1	-234	.	1	5.7
CCC(=O)NCCc1nc2cc(NC(=O)c3ccco3)ccc2n1C	-0.1	-3	0.2	-3	-1	-3	-1	3.5
COCc1cn(CC[C@H]2CC[C@H](NC(=O)Nc3ccc(OC)cc3)[C@H](CO)O2)nn1	-1.8	?	-0.2	3	37	-4	-10	-0.6
Cc1noc(C)c1S(=O)(=O)N(C)C[C@H]1OCCCC[C@@H](C)Oc2ccc(NC(=O)NC(C)C)cc2C(=O)N([C@H](C)CO)C[C@@H]1C	.	-2	0.0	2	7	31	-1	1.2
COc1ccc(C(=O)Nc2nc(C)cc(C)n2)cc1	1.3	2	0.1	4	-12	-5	.	-4.9
C#CCOCCOCCOCCNc1nc(N2CCN(C(=O)[C@H](CCCCN)n3cc(CN)nn3)CC2)nc(N2CCN(C(=O)[C@H](CC(N)=O)n3cc(C(N)[C@H](C)CC)nn3)CC2)n1 (stereo partly drawn)	-0.2	9	0.1	-141	64*	12	-52	-3.1
C[C@@H]1CCCCO[C@@H](CN(C)C(=O)Nc2ccccc2)[C@@H](C)CN([C@@H](C)CO)C(=O)c2cc(NC(=O)Nc3cccc4ccccc34)ccc2O1	-0.2	-5	1.0	-5	-3	3	.	5.3
C[C@H](CO)N1C[C@H](C)[C@@H](CN(C)S(C)(=O)=O)Oc2ccc(NC(=O)Cn3cnnn3)cc2C1=O	7.5	-10&-7	0.0&0.0	-1&1	-20&-78	8&22	-2&-5	-0.3&-0.7
